Screening data (PubChem BioAssay)
Peg3 imprint: induces erasure of genomic imprints in mouse ES cells; mouse ES Peg3-LacZ reporter, beta-gal luminescence, 40 h; Potency, µM (series often up to 60.7 µM), for inactives: at the top dose activity change, positive = activation, most hits filed as activators; 110,000 tested, 0.02% active;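 also: 0% = negative control wells on the plate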
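Each well holds 300 Peg3LacZ-Neo (maternal) female ES cells incubated 40 h at 37C, 5% CO2. LacZ is measured by BetaGlo luminescence, with AC50 and maximum efficacy derived from dose-response curves.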
IkB sig inh: IkB pathway inhibition in ABC-DLBCL cells; AID 445; 110,000 tested, 0.04% active; ABC-DLBCL IkBa-CBG/CBR dual luciferase ratio, 4 h; response scale: scaled: untreated 0%, proteasome inhibitor 100%; Potency, µM (top dose mostly 57.1 µM), without a hit: top-dose IkBa stabilization activation; active = well fitted curve in the direction sought with a large enough effect in the signal ratio, not every such curve was filed as active; inconclusive = small, poorly fitted or top-dose-only effect, or a change in a side signal; the % refers to the signal ratio;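 also: the direction sought is a rising ratio; 0% = basal untreated cells and 100% = reference inhibitor full response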
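Curves were fitted separately to fusion (green), unfused (red) and ratio luminescence, then classed by r2, magnitude and activity. Cells: OCI-Ly3, 4 h compound plus doxycycline at 37C; 10 uM MG-132 defined full response.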
p53ts 39C kill: cytotoxicity in p53ts cells at nonpermissive temperature | H1299-p53A138V viability at 39C, ATP luminescence, 24 h | Potency, µM (titrated, usually from 46.1 µM), without a hit: at the highest dose activity change, negative = cell killing, most hits filed as cytotoxic | 130,000 tested, 1.5% active; also: nearly all actives have a fitted effect of over 55% in size
p53ts 32C kill: p53ts cell cytotoxicity, permissive temperature. H1299-p53A138V at 32C, ATP luminescence viability, 24 h. Potency, µM (highest dose often 46.1 µM), without a hit: top-dose activity change, negative = cytotoxicity, usual class: cytotoxic. 130,000 tested, 0.93% active;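 also: 0% = DMSO and -100% = full killing by reference compound; nearly all actives have a fitted effect of over 55% in size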
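Viability by ATPlite luminescence after 24 h compound treatment (up to 46 uM) at the permissive 32C. Cells are H1299 carrying p53 A138V. Scale runs from DMSO basal to 100 uM tamoxifen as full kill; AC50 from Hill fits.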
* marks the source's active call; other numbers are inactive results; ? = inconclusive; / = no result given; [ ] = remark or other dose. Unless noted, calls follow the shape of the dose curve; as a rule, active = well fitted curve in the direction sought with a large enough effect; inconclusive = small, poorly fitted or top-dose-only effect, or another doubt; inactive = no such curve, though single readings can be large; an effect the other way counts as inactive or inconclusive. Unless noted, % is scaled to controls: 0 for no effect and ±100 for the full control effect; potency is read from the fitted curve at half-maximal effect. Compounds as they come (roughly 1.7% active in at least one column).

SMILES	Peg3 imprint	IkB sig inh	p53ts 39C kill	p53ts 32C kill
COC1CCC(C(=O)c2ccc3nc4c(cc3c2)CCCO4)CC1 (stereo unspecified)	-16%	/	?	-21%
CC(=O)Nc1cc(C(=O)Nc2ccc3c(c2)N(C)C(=O)c2ccccc2S3)ccc1C	-30%[10.9 µM]	1.2%	-22%	9%
CCN(CC)CCNC(=O)c1ccc(N2CCCCC2)c(NS(=O)(=O)c2ccc(C)cc2)c1	-38%[inhibitor]	1.0%	-9%	-9%
CCC(C)(C)c1ccc(Oc2cccc(C(=O)O)c2)cc1	-11%[10.9 µM]	-0.2%[11.4 µM]	-2%[9.22 µM]	-2%[9.22 µM]
Cc1cc(C)nc(-n2nc(C)c(Oc3ccccc3O)c2C)n1	-11%	1.3%	5%	-5%
COc1ccc(NC(=O)Cn2c(=O)n(-c3ccc(C)cc3)c(=O)c3c2cnn3C)cc1	21%[10.9 µM]	?	25%	1%
O=C(CCCSc1nc(-c2ccco2)cc(C(F)(F)F)n1)NCC1CCCO1 (stereo unspecified)	/	/	12%	2%
CCN1C(=O)/C(=C2\C=Cc3ccccc3N2CC)OC1=S	-21%	-2.7%	-22%	14%
Cc1cccc(NC(=O)C2CCCN2S(=O)(=O)c2ccc(F)cc2)c1C (stereo unspecified)	-10%	0.1%	3%	1%
O=C(Nc1ccc(N2CCN(C(=O)c3ccco3)CC2)cc1)c1ccc2c(c1)OCO2	-6%	1.8%	-7%	-6%
CCN(CCCNC(=O)c1cn(CC)c2ccc(S(=O)(=O)N(C)C)cc2c1=O)c1cccc(C)c1	-1%	-0.1%	-9%	3%
COC(=O)[C@@]1(Cc2ccc(F)cc2)[C@H]2c3cc(C(=O)N(C)C)n(Cc4cc(C)n(C)n4)c3C[C@H]2CN1C(=O)c1ccccc1	-13%	/	9%	15%
COc1cc(C(=O)Nc2ccc3c(c2)N(C2CCCC2)C(=O)c2ccccc2S3)cc(OC)c1OC	-11%[10.9 µM]	-1.0%	-8%	5%
O=S(=O)(Nn1cnnc1)c1ccccc1Cl	-2%	?	-5%	7%
O=C(Cn1ncc2c3ccccc3n(Cc3ccc(Cl)cc3)c2c1=O)NCc1cccs1	5%[10.9 µM]	-0.7%	-27%	-7%
COc1ccc(S(=O)(=O)N2CCC(C(=O)NCc3ccccn3)CC2)cc1C	-2%	1.7%	2%	-6%
COc1ccccc1-c1noc(-c2ccc(N(C)Cc3ccccc3)c([N+](=O)[O-])c2)n1	-14%[10.9 µM]	?	-13%	0%
COC(=O)c1ccc(OCC2c3cc(OC)c(OC)cc3CCN2C(=O)c2ccccc2F)cc1 (stereo unspecified)	25%[10.9 µM]	?	-30%	6%
CC1(C)CC(NC(=O)C23CCC(C)(C(=O)C2)C3(C)C)CC(C)(C)N1 (stereo unspecified)	-2%	1.5%	10%	-3%
COc1cccc(-n2cc(C(=O)Oc3cccc(C(F)(F)F)c3)c3ccccc3c2=O)c1	12%[10.9 µM]	-2.5%	-23%	12%
CCC(C)C1NC(=O)C(CCNCS(=O)(=O)O)NC(=O)C(NC(=O)C(CCNCS(=O)(=O)O)NC(=O)C(NC(=O)C(CCNCS(=O)(=O)O)NC(=O)CCCCC(C)C)C(C)O)CCNC(=O)C(C(C)O)NC(=O)C(CCNCS(=O)(=O)O)NC(=O)C(CCNCS(=O)(=O)O)NC(=O)C(C(C)CC)NC1=O (stereo unspecified)	-11%	/	2%	-4%
Nc1ncnc2c1c(I)cn2C1OC(CO)C(O)C1O (stereo unspecified)	-35%[inhibitor]	/	18%	29%
Cn1c(=O)n(C)c2cc(C(=O)Nc3ccc4c(c3)OCO4)ccc21	-20%	?	?	-27%
CCOC(=O)c1cc(S(=O)(=O)Nc2cc(OC)ccc2OC)[nH]n1	11%[10.9 µM]	-0.4%	14%	-2%
CCCC(=O)NCCc1c2n(c3ccc(OC)cc13)Cc1ccccc1-2	-17%	-0.9%	-7%	23%
Clc1ccc(OCc2nn3c(C4CCCCC4)nnc3s2)c(Cl)c1	-25%	1.1%	-8%	-8%
COc1cc(CC(=O)Nc2ncc(C)s2)cc(OC)c1OC	-10%	-0.6%	-4%	7%
Fc1ccc(N2CCN(C(c3cccs3)c3nnnn3CCc3ccccc3)CC2)cc1 (stereo unspecified)	-7%	?	10%	16%
COc1cccc(Cn2c(=O)cnc3cnc(N4CCOCC4)nc32)c1	/	2.5%[11.4 µM]	-6%	-1%
CCN(CC)S(=O)(=O)c1ccc2c(c1)N(CC(=O)N1CCN(c3ccc(OC)cc3)CC1)C(=O)CO2	-12%[10.9 µM]	0.8%	22%	-6%
N#Cc1ccc(NC(=O)COCc2cc(-c3ccc(F)cc3)on2)cc1	-7%[10.9 µM]	-0.8%	-10%	-8%
COCCn1nnnc1C(c1ccccc1)N1CCN(c2ccccc2)CC1 (stereo unspecified)	/	/	3%	-6%
COc1cc(-c2nnc(Cn3cc(C(F)(F)F)ccc3=O)o2)cc(OC)c1OC	9%	1.5%	-2%	4%
O=C(O)C1C2C=CC3(CN(CC(O)COc4ccccc4)C(=O)C13)O2 (stereo unspecified)	-6%	-0.3%	-2%	4%
CN(C(=O)c1cccnc1)c1nnc(-c2cccnc2)s1	-21%	-0.5%	7%	9%
CCCN1CCN(c2ncnc3sc(C(=O)Nc4ccc(N(CC)CC)cc4C)c(C)c23)CC1	-16%[10.9 µM]	-3.0%	-30%	1%
Cn1c(SCC(=O)N2CCN(c3ccccc3)CC2)nnc1-c1cc2ccccc2o1	-9%	3.0%	-4%	6%
O=C(Cc1ccc(-n2c(=O)[nH]c3ccccc3c2=O)cc1)N1CCN(c2ccccc2)CC1	-17%	0.5%	-5%	2%
O=C(Nc1ccc(N2CCOCC2)cc1)NC1CCCCC1	/	/	-12%	0%
CCn1c(CSc2ncccn2)nnc1SCC(=O)N1CCc2ccccc21	-3%	1.3%	-3%	-1%
Cn1c(Cn2c(=O)sc3ccccc32)nnc1SCc1ccccc1	-19%	1.0%	7%	-4%
COc1ccc2[nH]c(=O)c(CN(C(C)=O)c3cccc(C)c3)cc2c1	-7%	1.1%	11%	-5%
CN(C)CCCCCCN(C)C	4%	-2.2%	-8%	-19%[1.84 µM]
Cc1nc2nc(C)c(CCC(=O)N3CCc4ccccc43)c(C)n2n1	-8%	-1.5%	10%	-15%
CCOC(=O)N1CCC(Nc2c(NCCN3CCN(Cc4ccccc4)CC3)c(=O)c2=O)CC1	-9%	-0.4%	0%	-3%
Cc1ccc(C)c2[nH]c(=O)c(CN(CC3CCCO3)S(=O)(=O)c3ccc4c(c3)OCCO4)cc12 (stereo unspecified)	2%	0.5%	8%	4%
N#CCCCSc1nnc(CSc2nc3ccccc3s2)n1-c1ccccc1	-15%	?	8%	-3%
Cc1cc(C)c(Cn2c3ccccc3c3cnn(CC(=O)NC4CCC(C)CC4)c(=O)c32)c(C)c1 (stereo unspecified)	-11%[10.9 µM]	2.0%	-1%	6%
COCCCNC(=O)C1C2C=CC3(CN(Cc4ccc(C)cc4)C(=O)C13)O2 (stereo unspecified)	-6%	-2.8%	6%	1%
Cn1nnnc1CCOCCc1nnnn1C	-4%	6.0%	8%	-2%
CCC(=O)N1c2ccc(S(=O)(=O)CCC(=O)Nc3nccs3)cc2CC1C (stereo unspecified)	-17%	-0.5%	-6%	-8%
CCOC(=O)c1c(NC(=O)CSc2nc(-c3ccc(OC)cc3)cc(C(F)(F)F)n2)sc(C)c1C	-10%[10.9 µM]	?	13%	5%
CCCCOC(=O)COc1ccc(Cl)cc1Cl	1%	-0.8%	10%	7%[1.84 µM]
CCCCCCC(=O)Nc1ccc2nc3c(=O)n(C)c(=O)n(C)c3nc2c1C	10%[10.9 µM]	0.7%	25%	6%
CCOc1ccc(OCC(=O)NCCS(=O)(=O)N2CCN(c3ccc(F)cc3)CC2)cc1	-8%[10.9 µM]	0.7%	1%	-8%
CCOC(=O)C1CCCN(c2ncnc3c2[nH]c2cccc(OC)c23)C1 (stereo unspecified)	-46%[inhibitor]	-2.1%	1%	0%
Cc1ccc(-n2nnnc2SCC(=O)NCCc2ccccc2)cc1C	-10%[10.9 µM]	?	5%	-4%
COc1cccc(C(=O)NCc2cn3cccc(C)c3n2)c1	6%[10.9 µM]	-0.4%	-2%	3%
COc1cc(C(=O)Nc2ccc(-c3nc4cc(C)c(C)cc4o3)cc2)cc(OC)c1OC	-17%[10.9 µM]	4.7%	8%	2%
O=C(CSc1c2c(nc3ccc(Cl)cc13)CCCC2)N1CCN(c2ccc(Cl)cc2)CC1	-8%[10.9 µM]	?	4%	-8%
Next part.
SMILES	Peg3 imprint	IkB sig inh	p53ts 39C kill	p53ts 32C kill
CCn1c(SCC(=O)OC(C)C)nnc1-c1cccc(Cl)c1	-6%	0.6%	8%	3%
c1ccc(OCCOCCSc2ncccn2)cc1	/	/	-7%	-2%
CC(C)(C)c1ccc(OCC(=O)O)cc1	1%	0.0%	-24%	-8%
CCCc1nc2oc3c(NCCN4CCOCC4)ncnc3c2c2c1CCCC2	-3%	-1.9%	11%	4%
O=C(CSc1nc(-c2ccco2)nc2cc(=O)[nH]n12)Nc1ccccc1Cl	7%[10.9 µM]	?	-6%	12%
COc1ccc(N(Cc2cccs2)C(=O)c2ccc(OCC(C)C)cc2)cc1	-15%[10.9 µM]	?	13%	13%
COc1ccc(OCC(=O)N2CCN(c3cccc(C(F)(F)F)c3)CC2)cc1	-16%	?	-10%	-6%
CCSc1nc2c([nH]c3ccccc32)c(=O)n1-c1ccc(F)cc1	-6%[10.9 µM]	-2.0%	-19%	4%
ON(CCc1ccccn1)Cc1ccccc1	-13%[10.9 µM]	0.1%[11.4 µM]	-5%[9.22 µM]	-5%[9.22 µM]
COc1ccc(N2CCN(c3ncccc3-c3nc(-c4ccccc4C)no3)CC2)cc1	-9%[10.9 µM]	?	-2%	-16%
O=C(N/N=C1/C[C@@H](O)[C@@H](O)[C@@H]2[C@@H]3C(=O)N(Cc4ccccc4)C(=O)[C@H]3CC[C@@H]12)OCc1ccccc1	/	/	6%[9.22 µM]	1%[9.22 µM]
Clc1ccccc1-c1ccc2ncnc(N3CCNCC3)c2c1	10µM*	-0.7%[11.4 µM]	5%	28%
CCOC(=O)c1cc(-c2ccc(C)cc2)n(CCC(=O)Nc2ccc(C(C)C)cc2)c1C	-16%[10.9 µM]	?	-2%	10%

Filtered by structure: the entries above containing an aryl thioether with sulfur outside any ring (12)
SMILES	Peg3 imprint	IkB sig inh	p53ts 39C kill	p53ts 32C kill
O=C(CCCSc1nc(-c2ccco2)cc(C(F)(F)F)n1)NCC1CCCO1 (stereo unspecified)	/	/	12%	2%
Cn1c(SCC(=O)N2CCN(c3ccccc3)CC2)nnc1-c1cc2ccccc2o1	-9%	3.0%	-4%	6%
CCn1c(CSc2ncccn2)nnc1SCC(=O)N1CCc2ccccc21	-3%	1.3%	-3%	-1%
Cn1c(Cn2c(=O)sc3ccccc32)nnc1SCc1ccccc1	-19%	1.0%	7%	-4%
N#CCCCSc1nnc(CSc2nc3ccccc3s2)n1-c1ccccc1	-15%	?	8%	-3%
CCOC(=O)c1c(NC(=O)CSc2nc(-c3ccc(OC)cc3)cc(C(F)(F)F)n2)sc(C)c1C	-10%[10.9 µM]	?	13%	5%
Cc1ccc(-n2nnnc2SCC(=O)NCCc2ccccc2)cc1C	-10%[10.9 µM]	?	5%	-4%
O=C(CSc1c2c(nc3ccc(Cl)cc13)CCCC2)N1CCN(c2ccc(Cl)cc2)CC1	-8%[10.9 µM]	?	4%	-8%
CCn1c(SCC(=O)OC(C)C)nnc1-c1cccc(Cl)c1	-6%	0.6%	8%	3%
c1ccc(OCCOCCSc2ncccn2)cc1	/	/	-7%	-2%
O=C(CSc1nc(-c2ccco2)nc2cc(=O)[nH]n12)Nc1ccccc1Cl	7%[10.9 µM]	?	-6%	12%
CCSc1nc2c([nH]c3ccccc32)c(=O)n1-c1ccc(F)cc1	-6%[10.9 µM]	-2.0%	-19%	4%
